High-throughput results as filed in PubChem BioAssay.
OPRM1-OPRD1 ag = agonists of human mu-delta opioid receptor heterodimerization | P35372+P41143 | cells, OPRM1-OPRD1 heterodimerization, luminescence | activation, % at 9.3 µM | actives 0.3% (n = 340,000) | AID 504326; in the data active = activation above about 18%;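 note: 0% = vehicle-treated cells and 100% = reference agonist; values of inactives mirror those of a sister screen read the other way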
V-ATPase pHluor = regulators of yeast V-ATPase proton transport | S. cerevisiae, pHLuorin cytosolic pH fluorescence | response, % at 10 µM | actives 0.37% (n = 350,000) | AID 504577; in the data active = response mostly above about 7.3%, no sharp cut-off; inactive = mostly below about 5.4%; note: actives read high; inactives centre near 0; some compounds called inactive have numbers as strong as hits; reference of the scale not given here
DSG3 Ab inh = inhibitors of pemphigus antibody binding to human desmoglein-3. DSG3-coupled beads, scFv-anti-DSG3-GFP binding, flow cytometry; active compounds read low. actives 0.48% (n = 310,000). AID 588358. P32926. binding (percent of control), % at 10 µM;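 active = binding more than 3 SD below its plate's average and above zero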;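 note: hits lower antibody fragment binding to DSG3; some compounds called inactive have numbers as strong as hits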
Target sequence (P32926 whole entry, looked up, the tested form may be a part): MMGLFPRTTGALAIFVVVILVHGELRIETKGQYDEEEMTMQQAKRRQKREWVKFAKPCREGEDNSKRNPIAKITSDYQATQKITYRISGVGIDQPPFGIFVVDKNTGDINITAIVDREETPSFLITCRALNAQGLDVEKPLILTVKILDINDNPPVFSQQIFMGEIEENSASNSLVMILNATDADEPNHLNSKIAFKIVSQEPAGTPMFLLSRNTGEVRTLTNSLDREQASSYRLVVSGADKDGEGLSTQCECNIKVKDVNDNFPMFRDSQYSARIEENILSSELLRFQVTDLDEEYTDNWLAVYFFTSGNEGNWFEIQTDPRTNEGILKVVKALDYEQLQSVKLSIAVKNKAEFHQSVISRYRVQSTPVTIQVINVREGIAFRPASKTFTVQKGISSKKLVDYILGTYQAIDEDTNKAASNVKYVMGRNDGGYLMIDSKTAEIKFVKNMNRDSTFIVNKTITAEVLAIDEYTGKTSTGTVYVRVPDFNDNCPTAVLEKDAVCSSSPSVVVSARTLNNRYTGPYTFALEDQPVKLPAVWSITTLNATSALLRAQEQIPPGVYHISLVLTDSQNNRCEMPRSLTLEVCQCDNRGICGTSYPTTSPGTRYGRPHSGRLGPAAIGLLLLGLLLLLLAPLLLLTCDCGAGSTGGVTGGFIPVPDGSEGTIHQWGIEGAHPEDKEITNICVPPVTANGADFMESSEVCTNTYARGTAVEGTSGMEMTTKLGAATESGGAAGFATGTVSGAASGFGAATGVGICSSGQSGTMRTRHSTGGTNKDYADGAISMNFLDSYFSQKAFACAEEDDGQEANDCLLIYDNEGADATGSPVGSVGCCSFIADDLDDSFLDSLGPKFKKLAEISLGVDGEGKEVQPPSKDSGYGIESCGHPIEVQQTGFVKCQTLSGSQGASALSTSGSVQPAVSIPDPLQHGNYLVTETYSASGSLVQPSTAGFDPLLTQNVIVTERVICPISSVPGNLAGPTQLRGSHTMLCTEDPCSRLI
MOR-DOR inv ag = inverse agonist of human OPRM1-OPRD1 heterodimerization. P35372+P41143. cell-based MOR-DOR heterodimer luminescence, inverse agonism. inhibition, % at 9.3 µM. actives 0.21% (n = 340,000); in the data active = inhibition above about 22%, passing the limit was not always enough;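 note: 0% = cells with DMSO and 100% = wells without cells with DMSO; values of inactives mirror those of a sister screen read the other way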
Arrestin-AP2 inh = blocks beta-arrestin peptide binding to AP2 adaptin; inhibition, % at 10 µM; actives 0.31% (n = 340,000); FITC-arrestin peptide / GST-AP2 beads, flow cytometry; AP2 beta2 appendage carries R879A mutation;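 active = inhibition above a set limit, near 3 SD of compounds lacking own fluorescence, cut at about 54% in these data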;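 note: plate controls were DMSO wells for no effect and 5 µM unlabelled arrestin peptide for full effect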
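test system = AP2 appendage R879A on GSH beads | buffer or medium = PBS plus Tween 20 (0.05%) and BSA (0.1%) | incubation = 12 min plus 1 h, RT | detection = bead flow cytometry, FITC channel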
LANA DNA inh = inhibitors of KSHV LANA C-terminal domain DNA binding | MBP-C-LANA/FAM-LBS DNA binding, fluorescence polarization | inhibition, % at 9 µM | actives 0.078% (n = 340,000);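 active = highest replicate inhibition at or above 60% at 9 µM, even if other replicates fall short; inactive = all replicates below 60% inhibition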;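 note: 0% = neutral control wells and 100% = 4 µM acridine orange control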
Keap1 Nrf2 FP = disrupts human Keap1 binding to Nrf2 peptide. inhibition, % at 9.4 µM. AID 504523. Keap1 Kelch-Nrf2 peptide fluorescence polarization, 1536-well. actives 0.15% (n = 340,000). Q14145; in the data active = inhibition above about 12%;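 note: human Keap1 Kelch domain with fluorescein labeled Nrf2 9mer peptide probe; 0% = neutral control wells and 100% = peptide positive control; higher means more block of Keap1 binding to Nrf2 peptide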
Cardiac RTF inh = cardiac RTF calcium desensitization; IANBD-labeled cardiac RTF, Ca2+ fluorescence; inhibition, % at 7.15 µM; AID 493244; P19429+P45379; actives 0.12% (n = 340,000);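 active = inhibition above the mean inhibition of all tested compounds plus 3 SD, cut at about 17% in these data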;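 note: assay run at fixed EC70 calcium of 1.6 mM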
RTF Ca sens act = increases calcium sensitivity of human cardiac regulated thin filaments | IANBD-labeled TnC RTF fluorescence at EC20 calcium; 0% EC20 calcium, 100% full calcium | activation, % at 7.2 µM | actives 0.24% (n = 340,000);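 active = activation above the mean over all tested compounds plus 3 SD, cut at about 30% in these data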;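 note: rise in fluorescence read as greater calcium sensitivity of cardiac thin filaments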
Wnt act = Wnt/beta-catenin pathway activation. Wnt/beta-catenin reporter cell assay, activator, plate reader. activation, % at 9.35 µM. actives 1.2% (n = 300,000). AID 743398; in the data active = activation above about 30%, passing the limit was not always enough;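 note: 0% = neutral control wells and 100% = positive control wells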
The depositor's hits bear a star; x = not tested or not shown.

SMILES	OPRM1-OPRD1 ag	V-ATPase pHluor	DSG3 Ab inh	MOR-DOR inv ag	Arrestin-AP2 inh	LANA DNA inh	Keap1 Nrf2 FP	Cardiac RTF inh	RTF Ca sens act	Wnt act
COc1ccc(NC2=Nc3cccc4cccc2c34)cc1OC	-2.9	9	100	18	-4	1.6	-2	-6	-2	17
CN(C)S(=O)(=O)c1ccc(N2CCCC2)c(C(=O)Nc2ccccc2F)c1	-4.9	-5	107	24	-8	0.1	-5	1	-7	-1
Cn1cc(CCCC(=O)NCc2ccccc2)c2ccccc21	-1.1	-1	101	5	35	0.8	6	-5	-5	0
CCOC(=O)C(NC(=O)CC)(Nc1ccccc1)C(F)(F)F (stereo not drawn)	2.9	-3	102	-16	23	-2.9	-1	-3	-3	x
CCOc1ccc(C2C(C(=O)OC)=CN(C(C)c3ccccc3)C=C2C(=O)OC)cc1 (stereo not drawn)	-0.5	0	90	3	2	-1.3	-3	-6	-3	2
CCCC1NC(=O)NC(C)=C1C(=O)OCC (stereo not drawn)	-1.7	2	126	10	5	0.6	0	-2	0	x
CC1CC(C)CN(S(=O)(=O)CCNC(=O)c2ccc3c(c2)OCO3)C1 (stereo not drawn)	-0.6	-3	102	4	1	-2.1	0	-19	-5	-2
CC(=O)c1cccc(N(C(=O)CNC(=O)c2cccs2)C(C(=O)NCC2CCCO2)c2ccccc2)c1 (stereo not drawn)	-2.4	4	x	15	26	-1.5	2	-13	-4	-2
Cc1cc(C)c(C(=O)Nc2ccc(Br)c(C(F)(F)F)c2)c(C)c1	8.3	-4	126	-46	7	1.0	2	-5	4	-3
Cc1nn(C(C)C(=O)NCCCN2CCCCCC2)c(=O)c2c1sc1ccccc12 (stereo not drawn)	-2.1	-1	97	11	5	-1.2	-15	-8	-4	-2
CCN1CCN(C(=O)c2ccc3c(c2)N(Cc2ccccc2F)C(=O)c2ccccc2S3(=O)=O)CC1	-2.1	0	99	11	15	-2.8	-1	0	-6	-2
O=C(NCCCn1ccnc1)Nc1ccc(Cl)c(Cl)c1	-3.4	1	101	15	-10	1.0	-2	-3	6	x
C[C@H]1CCC/C=C/[C@@H]2C[C@H](O)C[C@H]2[C@H](O)[C@H](S(=O)c2ccc(O)cc2)CC(=O)O1 (stereo partly drawn)	-10	-3	85	44*	-3	-0.8	-6	-1	-1	-24
Cc1cc(C)c(NC(=O)CS(=O)CC(=O)NCCCc2ccccc2)c(C)c1 (stereo not drawn)	-1.8	-1	94	10	-1	-0.6	-4	-2	-7	-2
CCn1c2ccccc2c2nnc(SCC(=O)NCc3cccs3)nc21	-2.6	-3	x	16	18	0.0	1	6	-3	-6
O=C(Nc1ccc(Br)cc1)Nc1cnccn1	-0.6	2	119	3	15	0.1	-7	-2	5	18
O=S(=O)(Nc1ncnc2sc3c(c12)CCC3)c1cc(F)ccc1F	-2.3	1	98	12	26	-1.4	2	-1	0	-2
CCCCOC(=O)Nc1ccc(N(C)C)cc1	-0.3	-3	128	2	9	-1.5	-6	11	6	15
COc1cccc(NS(=O)(=O)c2cn(C)c(=O)n(C)c2=O)c1	2.1	-2	104	-12	-1	-0.6	2	7	3	12
CCc1nc2oc3ccc(C)cc3c(=O)c2cc1C(=O)OC	-1.2	7	99	6	0	-0.7	-1	-5	7	24
Cc1nc(-c2coc3c(CN(C)C)c(O)ccc3c2=O)cs1	-1.1	-4	x	6	10	0.9	-6	-7	7	3
COc1ccc(NCc2ccc([N+](=O)[O-])s2)cc1	-0.8	-2	93	4	31	-1.4	-1	12	4	x
O=C(Nc1ccc(Br)cc1)N1CCCCCC1	2.6	-4	112	-11	-6	-0.2	-4	-3	3	29
Cc1ccccc1C(=O)N=c1ccn(-c2nc3ccccc3nc2NS(=O)(=O)c2ccc(F)cc2)cc1	-1.2	0	99	6	-1	6.3	-13	-9	1	1
COc1cc(CCC(=O)OCC(=O)NC(=O)c2ccc(Cl)cc2)cc(OC)c1OC	-1.9	1	101	9	35	-0.5	-3	5	-3	-2
NNC(=O)C12CC3CC(C1)CC(n1ncnn1)(C3)C2	-0.3	3	129	2	2	1.2	2	-5	7	x
COc1cc(OC)c(CN2CCN(c3ccc(F)cc3)CC2)cc1Br	5.4	-1	x	-27	1	-0.3	-5	-2	-4	x
Cc1cc(OC(=O)c2c(Cl)cc(Cl)cc2Cl)nc(C)n1	-0.4	4	96	2	6	-0.4	-5	-3	-2	x
O=C(Nc1ccc(F)cc1)c1cccnc1N1CCCCC1	0.2	4	94	-1	7	-1.3	-4	-1	3	0
Cc1ccc(-c2cc(C(=O)Nc3ccccn3)c3ccccc3n2)o1	-2.5	0	97	13	21	0.5	2	-18	5	1
Cc1cc(NC(=O)CCC2CCCCC2)no1	0.1	-2	103	0	8	-1.5	2	10	5	x
O=C(CSCc1c(F)cccc1Cl)NCCc1ccccc1	-0.3	1	112	2	18	-2.9	-2	1	-4	5
Cc1ccc(C(=O)NCC(=O)OCC(=O)N2CC(C)OC(C)C2)cc1 (stereo not drawn)	0.0	1	x	0	3	-1.5	-2	-6	0	1
CCOc1ccc(NC(=O)c2ccc(Br)o2)c([N+](=O)[O-])c1	-1.5	-2	x	9	22	1.2	-4	-5	-1	-2
CCOc1ccc(N2C(=O)CC(Sc3nc(CC(C)C)ccc3C#N)C2=O)cc1 (stereo not drawn)	8.2	0	102	-47	-5	-0.8	-5	-6	3	-1
CCc1ccc(NC(=S)NC(=O)c2c(-c3ccccc3Cl)noc2C)cc1	1.1	1	x	-6	10	-1.7	-5	-7	7	2
O=[N+]([O-])c1ccc(N/N=C/c2sc(N3CCOCC3)nc2-c2ccccc2)c(S(=O)(=O)Nc2ccccc2Cl)c1	-1.8	-4	132	12	-1	1.2	-3	-12	12	-6
Cc1ccc(NC(=O)CCCSc2nc3ccccc3[nH]2)cc1	-1.6	4	85	11	3	-0.6	1	-10	-1	2
CC(=O)c1cccc(S(=O)(=O)NC2CC2)c1	-1.5	2	81	7	-10	0.7	4	-14	-3	12
COc1ccc(C2C(C(C)=O)=C(C)Nc3ncnn32)cc1[N+](=O)[O-] (stereo not drawn)	-3.4	4	103	15	29	-2.6	2	-4	-5	1

Single records (already shown).
Entry for NNC(=O)C12CC3CC(C1)CC(n1ncnn1)(C3)C2 → OPRM1-OPRD1 ag: -0.3; V-ATPase pHluor: 3; DSG3 Ab inh: 129; MOR-DOR inv ag: 2; Arrestin-AP2 inh: 2; LANA DNA inh: 1.2; Keap1 Nrf2 FP: 2; Cardiac RTF inh: -5; RTF Ca sens act: 7; Wnt act: x
Entry for O=C(CSCc1c(F)cccc1Cl)NCCc1ccccc1 → OPRM1-OPRD1 ag: -0.3; V-ATPase pHluor: 1; DSG3 Ab inh: 112; MOR-DOR inv ag: 2; Arrestin-AP2 inh: 18; LANA DNA inh: -2.9; Keap1 Nrf2 FP: -2; Cardiac RTF inh: 1; RTF Ca sens act: -4; Wnt act: 5

Continued.
SMILES	OPRM1-OPRD1 ag	V-ATPase pHluor	DSG3 Ab inh	MOR-DOR inv ag	Arrestin-AP2 inh	LANA DNA inh	Keap1 Nrf2 FP	Cardiac RTF inh	RTF Ca sens act	Wnt act
CC(C)(C)C(=O)COC(=O)c1ccc(N)c([N+](=O)[O-])c1	0.9	0	107	-6	2	-0.5	-2	-7	4	x
CC(=O)Nc1ccc(S(=O)(=O)N(C#N)c2nc(C)cc(C)n2)cc1	-2.1	2	99	10	-3	3.3	1	-2	0	0
Cn1c(SCC(=O)NCc2ccc3c(c2)OCO3)nnc1-c1cc2ccccc2cc1O	-2.9	5	104	13	34	-1.6	0	-2	-2	x
O=C(NC(c1ccccc1)c1ccccc1)C1(c2cccs2)CCOCC1	0.3	1	79	-2	-3	0.6	-5	-13	-3	x
Cc1sc2nc(SC3CCOC3=O)n(Cc3ccccc3)c(=O)c2c1C (stereo not drawn)	-0.7	-2	87	3	0	0.7	4	-1	-5	-3
COc1ccc(-c2cc(CCC(=O)N3CCN(c4cc(C)ccc4C)CC3)[nH]n2)cc1	0.1	0	104	0	8	2.5	0	-6	-4	-1
COC(=O)[C@@]1(Cc2ccc(F)cc2)[C@H]2c3cc(C(=O)N4CCCC4)n(CCCNc4ncc(C(F)(F)F)cc4Cl)c3C[C@H]2CN1C(=O)c1ccccc1	-2.0	0	x	11	-1	1.9	-2	-12	7	x
COc1cccc(NC(=O)CSc2ccc3nnc(-c4ccccn4)n3n2)c1	-2.4	0	98	13	0	-1.3	-1	-8	2	-1
Cc1ccc2oc(=O)c3cnn(CC(=O)N(CCC(C)C)Cc4ccco4)c3c2c1	3.7	0	82	-21	-6	1.1	-7	-3	2	-6
CCC(C)(C)NC(=O)CN(CCc1cccc(C)c1)C(=O)c1csnn1	-1.2	-1	101	7	9	0.9	-2	-3	5	0
Cc1ccccc1CNC1CCCCC1	-2.0	-1	97	9	18	0.9	-2	3	1	-1
O=C(NC12CC3CC(CC(C3)C1)C2)c1cccnc1Cl	-0.2	-2	101	1	3	-0.3	-3	-1	0	0
COc1ccc(C(=O)N2CCc3cc(OC)c(OC)cc3C2)cc1OC	-0.2	3	x	1	-5	-1.0	-5	1	-2	-2
c1ccc(-c2noc(CN3CCN(c4cnccn4)CC3)n2)cc1	-2.9	-2	100	14	35	-0.5	-2	-2	2	1
CCSc1cc(N2CCCC2)nc(-c2ccccc2)n1	5.9	-1	100	-32	-3	0.5	-6	-14	2	x
Cn1c(SCC(=O)NCc2ccco2)nnc1-c1cccs1	-1.4	3	x	8	-11	0.3	3	-5	7	16
Cn1cc(Cl)c(-c2n[nH]c(=S)n2C2CCCCC2)n1	-0.3	-4	99	2	-4	-1.4	-2	-7	-4	1
C=CCn1c(SCC(=O)NC(=O)c2cccn2C)nc2ccccc2c1=O	-1.1	-1	96	6	12	-0.8	1	-1	-1	-1
O=C(CNC(=O)c1ccccc1)OCc1nnc(-c2ccc(Cl)cc2)o1	-1.4	-3	102	8	30	-1.1	-2	7	-1	-2
CCCOC(=O)c1ccc(NC(=O)C(=O)NCCN(CC)CC)cc1	-0.5	0	83	3	-4	0.2	1	-1	8	-1
CC(CN1CCCCCC1)C(=O)NN (stereo not drawn)	-2.3	-4	94	12	14	2.3	-5	0	0	17
N#CC1=C(SCc2ccccc2)NC(=O)CC1c1cccc(O)c1 (stereo not drawn)	-1.6	-1	83*	9	-16	-0.1	3	-3	-1	1
COc1ccccc1CC1CC(=O)N(c2cccc(Cl)c2C)C1=O (stereo not drawn)	1.1	1	105	-5	5	-0.5	0	5	-1	-2
C=CCNC(=O)CN1C2CCCC1CC(NC(=O)c1ccccc1C)C2 (stereo not drawn)	-0.2	2	x	1	12	-0.2	-2	6	2	x
COc1ccc(C/C(C)=N/NC(=S)Nc2ccccc2F)cc1	0.7	3	90	-3	-9	1.4	-1	-14	3	8
O=Cc1cn(-c2ccccc2)nc1-c1cc2cc(O)ccc2oc1=O	9.5	2	95	-52	9	-1.3	-5	-8	-6	x
CCC(C)[C@H](NC(=O)NCc1ccc(Cl)cc1)C(=O)OC (stereo partly drawn)	0.4	1	113	-2	9	0.1	-3	1	-11	x
